CRFBP-R2 block: antagonists of CRF-BP/CRF-R2 complex, primary screen, cell-based, HEK293, calcium dye fluorescence, uHTS. inhibition, % at 11.8 µM. CRF-induced calcium fluorescence. AID 588475, 2011. hit rate 0.59% among 350,000;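 active = inhibition of the ligand-induced calcium signal above about 50% at the single tested concentration, limit read from the data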
CHRM5 agonist: human M5 muscarinic receptor agonists, primary screen, CHO-K1 cells, Fluo-8 calcium fluorescence | Muscarinic acetylcholine receptor M5 (Homo sapiens), P08912 | CHO-K1 hM5 cells; 0% DMSO wells, 100% maximal acetylcholine response | activation, % at 3 µM | hit rate 0.19% among 360,000;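 active = activation above the run's mean over test compounds plus 3 SD, cut at about 23% in these data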;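 note: signal is peak over basal fluorescence ratio across the kinetic read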
M5 antag: human M5 muscarinic receptor antagonists, primary screen, CHO cells, Fluo-8 calcium fluorescence. CHO-hM5 cells, ACh EC80. inhibition, % at 3 µM. Muscarinic acetylcholine receptor M5 (Homo sapiens), P08912. hit rate 0.59% among 360,000;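 active = inhibition above a per-plate cutoff, the mean of that plate's test compounds plus 3 SD, cut at about 27% in these data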;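 note: 0% = acetylcholine EC80 with DMSO and 100% = DMSO without agonist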
M4 antag: human M4 muscarinic receptor antagonists, primary screen, CHO cells, Fluo-8 calcium fluorescence; Muscarinic acetylcholine receptor M4 (Homo sapiens), P08173; CHO-hM4 cells, ACh EC80; inhibition, % at 3 µM; hit rate 0.73% among 360,000; AID 624125, 2012;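 active = inhibition above its plate's cutoff, the mean inhibition of sample wells plus 3 SD, cut at about 27% in these data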;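 note: 0% = acetylcholine EC80 with DMSO and 100% = DMSO without agonist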
Target sequence (P08173 whole entry, looked up): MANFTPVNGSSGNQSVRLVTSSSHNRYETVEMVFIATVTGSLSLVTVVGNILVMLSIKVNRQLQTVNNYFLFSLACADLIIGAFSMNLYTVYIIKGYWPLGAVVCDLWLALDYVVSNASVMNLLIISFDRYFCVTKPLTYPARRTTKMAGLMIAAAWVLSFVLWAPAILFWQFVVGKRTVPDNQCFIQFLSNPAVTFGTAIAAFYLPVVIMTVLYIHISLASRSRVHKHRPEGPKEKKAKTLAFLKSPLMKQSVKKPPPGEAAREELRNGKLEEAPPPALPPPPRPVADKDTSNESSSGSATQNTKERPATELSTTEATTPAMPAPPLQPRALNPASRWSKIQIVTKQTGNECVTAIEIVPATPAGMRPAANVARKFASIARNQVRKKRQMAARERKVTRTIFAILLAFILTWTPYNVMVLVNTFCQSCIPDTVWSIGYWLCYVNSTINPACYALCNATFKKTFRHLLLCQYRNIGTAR
CHRM5 PAM: human M5 muscarinic receptor positive allosteric modulators, primary screen, CHO-K1 cells, Fluo-8 calcium fluorescence. Muscarinic acetylcholine receptor M5 (Homo sapiens), P08912. CHO-K1 hM5, ACh EC20 PAM; 0% = ACh EC20, 100% = ACh EC100. activation, % at 3 µM. hit rate 0.3% among 360,000;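 active = activation above the run cutoff, the mean activation of all test compounds plus 3 SD, cut at about 18% in these data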
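System: CHO-K1 hM5 cells. Reagent: acetylcholine, EC20 level. Compound dosing: single dose, 3 µM nominal final test concentration. Timing: Post-acetylcholine fluorescence recording 140 s. Detection: Fluo-8 calcium fluorescence. Read-out: % activation, ACh-normalized. Benchmarks: ACh EC20 and EC100 wells. Repeats: singlicate, one well per test compound.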
CHRM1 PAM: human M1 muscarinic receptor positive allosteric modulators, primary screen, CHO-K1 cells, Fluo-8 calcium fluorescence, 1536-well. Muscarinic acetylcholine receptor M1 (Homo sapiens), P11229. CHO-K1 hM1, ACh EC20; 0% = ACh EC20, 100% = maximal ACh. activation, % at 3 µM. hit rate 0.088% among 360,000; in the data active = activation above about 19%, passing the limit was not always enough
Target sequence (P11229 whole entry, looked up): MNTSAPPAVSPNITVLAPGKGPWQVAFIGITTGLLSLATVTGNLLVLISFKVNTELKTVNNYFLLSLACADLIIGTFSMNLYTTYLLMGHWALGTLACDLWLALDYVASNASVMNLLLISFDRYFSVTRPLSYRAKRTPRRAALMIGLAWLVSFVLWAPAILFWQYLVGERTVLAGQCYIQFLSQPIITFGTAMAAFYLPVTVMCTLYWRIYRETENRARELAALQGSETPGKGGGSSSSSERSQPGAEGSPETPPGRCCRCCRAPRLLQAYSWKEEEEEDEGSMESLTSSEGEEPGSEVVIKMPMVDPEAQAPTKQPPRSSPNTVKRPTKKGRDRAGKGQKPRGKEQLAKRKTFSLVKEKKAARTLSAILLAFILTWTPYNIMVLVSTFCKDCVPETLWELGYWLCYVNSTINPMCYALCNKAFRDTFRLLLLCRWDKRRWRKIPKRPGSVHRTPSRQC
CHRM4 PAM: human M4 muscarinic receptor positive allosteric modulators, primary screen, CHO-K1 cells, Fluo-8 calcium fluorescence; CHO-K1 hM4/Gqi5, ACh EC20; 0% = ACh EC20, 100% = maximal ACh; activation, % at 3 µM; hit rate 0.4% among 360,000;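 active = activation above its plate's cutoff, the mean activation of sample wells plus 3 SD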; note: some results filed as inactive read as strong as hits
M4 ag: human M4 muscarinic receptor agonists, primary screen, CHO-K1 cells, Fluo-8 calcium fluorescence; CHO-K1 hM4/Gqi5; vehicle 0%, full acetylcholine response 100%; activation, % at 3 µM; hit rate 0.14% among 360,000; AID 624127, 2012;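 active = activation above the run mean over all test wells plus 3 SD, cut at about 32% in these data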;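 note: peak over basal fluorescence ratio per well then scaled between controls; 0% = DMSO wells and 100% = acetylcholine at EC100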
CRFBP-R2 agonist: agonists of CRF-BP/CRF-R2 complex, primary screen, cell-based, HEK293, calcium dye fluorescence, uHTS | calcium dye fluorescence (FLIPR); percent of saturating CRF peptide response | activation, % at 13.2 µM | hit rate 0.46% among 350,000 | AID 588473, 2011;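 active = activation of at least 50%, plus an integration ratio under a set limit after plate pattern correction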;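 note: plate controls were neutral control wells without compound for no effect and CRF at EC100 for full effect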
Numbers without * were called inactive; · = not tested or not shown.

SMILES,CRFBP-R2 block,CHRM5 agonist,M5 antag,M4 antag,CHRM5 PAM,CHRM1 PAM,CHRM4 PAM,M4 ag,CRFBP-R2 agonist
Cc1cc2ccccn2c1C(=O)c1ccc(F)cc1,14,-4,9,-4,-2,3,3,-2,0.1
Cc1ccc(-n2nc(C)c3c2OC(N)=C(C#N)C3c2ccncc2)cc1 (stereo not drawn),30,-2,4,-1,5,8,2,0,-1.3
O=C1NC[C@H](c2ccccc2)OC(=O)[C@H](Cc2ccc(F)cc2)C/C=C\C[C@@H]1CC(=O)N(CCO)Cc1ccccc1,-8,8,1,-6,-7,-7,-2,6,-3.1
CCc1nc2ccc(C(=O)Nc3ccc(OC)c(OC)c3)cn2c1N(C)C(=O)Cc1ccccc1,·,0,-2,-3,-2,4,2,2,·
O=C1C(C2=C(O)c3ccccc3C2=O)=Nc2ccccc21,2,-4,4,11,-3,12,2,0,2.1
COCCN(Cc1cn(C)nc1-c1ccccc1F)C(C)C,23,-13,1,-7,0,6,4,0,7.0
CC(=O)NC1C(OCc2cccc(Br)c2)OC(COC(C)=O)C(OC(C)=O)C1OC(C)=O (stereo not drawn),-6,-1,3,0,1,6,5,4,-0.4
Cc1cnc(C)c(N2CCC(C(=O)NC(C)c3cccs3)CC2)n1 (stereo not drawn),-11,-5,-6,-6,-5,3,1,1,0.7
CC(C)Oc1ncnc2c1[nH]c1ccccc12,-2,9,1,-4,-7,-6,-6,13,-1.3
COc1ccc(-c2nnc(SCCC(=O)O)n2-c2ccccc2)cc1,-9,-1,-5,-1,6,4,11,0,-1.3
CCN(CC)CCOc1ccc2c(c1)C(=NNC(=O)c1ccccn1)c1cc(OCCN(CC)CC)ccc1-2,14,-2,12,0,-8,-1,-3,0,1.2
COc1ccc(NS(=O)(=O)c2ccc(S(=O)(=O)N3CCOCC3)cc2)cc1,-39,17,7,-1,-11,2,-7,14,25
CCOC(=O)N1CCN(C(=O)CCn2nc(-c3ccccc3)ccc2=O)CC1,20,0,-2,0,-3,4,8,2,-1.8
Cn1c(=O)c(C(=O)CSc2nnc(Nc3ccccc3)s2)c(N)n(Cc2ccccc2)c1=O,-42,-1,3,12,3,11,17,0,-1.9
O=C(Nc1cccc(C(F)(F)F)c1)c1cccnc1N1CCCC1,-4,-3,-2,0,3,1,-2,-1,-1.1
O=C(C1CCN(Cc2ccc(Cl)cc2)CC1)N1CCN(Cc2ccc3c(c2)OCO3)CC1,-8,-7,24,0,-7,14,7,5,3.8
O=S(=O)(c1cccc(C(F)(F)F)c1)N1c2ccccc2-n2cccc2C1c1cccnc1 (stereo not drawn),-82,-2,2,1,-13,-19,-10,3,138*
O=C(Nc1cccc(Cl)c1)Nc1nnc([C@@H]2C[C@H](O)[C@@H](CO)O2)s1,·,1,9,5,-2,-5,-2,0,·
O=C(Nc1nn(Cc2ccc(Cl)cc2)cc1Br)c1ccc(COc2ccccc2Cl)o1,11,-2,0,-3,-2,-1,-13,2,2.3
O=C(Cn1cnnn1)Nc1cccc([N+](=O)[O-])c1,1,-6,12,1,-3,-2,-8,0,0.1
COc1ccccc1/C=C/C=N/n1c(C2CCCCC2)n[nH]c1=S,-34,-2,-2,-2,-5,-11,-5,-1,-0.2
CCOc1ccc(S(=O)(=O)N2CCN(C(=S)NCc3ccco3)CC2)cc1,6,3,-3,1,-4,-1,-4,5,-2.5
C=CCC[C@H](Cc1ccc(F)cc1)C(=O)OC[C@@H](NC(=O)[C@@H](CC=C)CC(=O)N[C@@H](CO)Cc1ccccc1)C(C)(C)C,-1,-3,5,17,-5,-1,-6,10,1.4
CC1(C)CC(=O)C/C(=N\NC(=S)NCc2ccccc2)C1,12,-1,6,4,4,0,1,0,1.5
C=CCOC(=O)C1=C(C)NC2(O)c3ccccc3C(=O)C12O (stereo not drawn),69*,-1,5,-10,2,1,11,0,2.1
COc1ccc(C2/C(=C(/O)c3ccc(F)cc3)C(=O)C(=O)N2CCCN2CCOCC2)cc1OC (stereo not drawn),-5,-3,9,-7,-1,2,-2,0,-1.3
Cc1ccc(-n2c(C)nnc2SCC(=O)N2CCOCC2)cc1,18,-1,9,7,6,13,-2,2,-1.4
Cc1ccc(OCCn2c3ccccc3n3nc(C)c(=O)nc23)cc1,-52,4,-8,-9,10,9,20,1,3.1
CCn1c(CNc2ccc(F)cc2)nnc1SCC(=O)Nc1ccc(OC)cc1,-7,-8,0,4,1,3,4,2,-1.0
C/C(=N/NC(=O)c1cc2ccccc2cc1O)C1C(=O)c2ccccc2C1=O,7,3,-4,4,7,8,7,0,-1.3
COC(=O)C[C@@H]1C=C[C@@H](NC(=O)CN(C)C)[C@@H](CO)O1,·,1,-11,-10,5,·,8,4,·
CN1CCN(C(=O)C23CCC(C)(C(=O)C2Br)C3(C)C)CC1 (stereo not drawn),4,3,1,-12,4,-6,2,1,-0.2
CCOc1ccc(S(=O)(=O)N2CCCC(C(=O)Nc3cc(C)cc(C)c3)C2)cc1 (stereo not drawn),15,-4,8,-4,-4,5,-6,0,0.5
O=C1NC(=O)C2(N1)c1ccccc1-c1ccccc12,16,0,9,-1,4,6,-1,0,-1.3
CCCCNC(=O)C1(C)CCN1C(=O)c1ccc(F)cc1Cl (stereo not drawn),·,-1,6,-2,-3,7,2,0,·
Cc1cc(-c2nc3cccnc3s2)ccc1NS(=O)(=O)c1cccs1,25,-1,-1,-7,-5,-1,2,5,1.6
O=C(NCNC(=O)c1ccccc1)c1ccccc1,-17,4,-4,-3,2,15,1,2,-1.4
Cc1nn(-c2ccccc2)c(Cl)c1/C=N/NC(N)=O,24,0,-5,-5,6,10,2,1,0.9
COc1ccc(NC(=O)c2cc(C3CCCCN3S(=O)(=O)c3ccc(F)cc3F)on2)c(C)c1 (stereo not drawn),·,-2,-1,24,-5,0,-8,11,·
O=C(O)c1cccc(NC(=S)NC(=O)C(c2ccccc2)c2ccccc2)c1,-7,-6,-8,-16,2,3,6,0,2.5
CCOc1ccc(/C=C(\C#N)C(=O)NCC2CCCO2)cc1OCC (stereo not drawn),-14,-1,0,-4,-3,7,-7,0,1.9
NS(=O)(=O)c1ccc(CNC(=O)/C=C/c2c(F)cccc2Cl)cc1,-5,-11,9,1,-1,3,-6,1,0.8
C=CCNC(=O)c1sc(-c2ccccc2)nc1C,15,-1,-2,-7,4,7,10,1,-0.5
C/C(=N\N1C(C)CCCC1C)c1ccccc1O (stereo not drawn),4,-5,10,9,-4,7,-1,1,1.1
CCN(CC)C(c1ccc(F)cc1)c1nnnn1CC1CCCO1 (stereo not drawn),-7,-1,3,0,-3,9,-2,0,-0.1
CN(C)C=NC(=O)c1cc(C(=O)c2ccc(C(C)(C)C)cc2)c[nH]1,-21,-2,9,7,10,9,-5,1,1.4
O=C(NCCc1ccccc1)c1[nH]c(C(F)(F)F)nc1-c1ccccc1,·,3,0,6,-8,-6,-4,5,·
COc1ccc(NC(=O)C2C3C=CC(C3)C2C(=O)NCc2ccco2)c(OC)c1 (stereo not drawn),19,-2,1,-4,2,-1,6,0,-2.6
O=C(C1=C[C@@H](c2ccc(C(F)(F)F)cc2)C[C@@H](OCCCCO)O1)N1CCCCCCC1,-8,0,9,-9,3,23,3,3,-0.3
CCCCC1=NN(C(=O)c2cccnc2)C(O)(C(F)(F)F)C1 (stereo not drawn),20,2,-3,-11,4,11,3,0,-0.1

Later entries.
SMILES,CRFBP-R2 block,CHRM5 agonist,M5 antag,M4 antag,CHRM5 PAM,CHRM1 PAM,CHRM4 PAM,M4 ag,CRFBP-R2 agonist
CCCc1[nH]nc2c1C(C1CCCCC1)C(C#N)=C(N)O2 (stereo not drawn),-11,-2,1,-12,5,6,-1,0,0.2
Cc1cc(C)n2ncc(/C(N)=N/OC(=O)Nc3ccccc3)c2n1,3,0,7,1,-2,10,11,1,4.5
Cc1nc(Nc2ccc(Cl)cc2Cl)sc1C(=O)Nc1ccccc1,-36,-7,1,-8,-9,-17,-8,0,1.1
Cc1ccc(C(=O)NCCCNC(=O)COc2ccccc2Cl)cn1,3,0,-4,-14,2,2,3,2,0.2
CCOC(=O)c1[nH]c2ccc(F)cc2c1NC(=O)c1ccccc1C(=O)O,8,-1,0,3,-1,6,1,2,0.9
CCOc1ccc(CN(C)C(C)C(=O)Nc2ccc([N+](=O)[O-])cc2Cl)cc1OC (stereo not drawn),23,0,9,1,-13,3,-3,0,1.1
C/C(Cl)=C/Cc1c(C)[nH]c2ccc(C)cc2c1=O,0,0,-3,1,-4,8,7,2,0.6
CCOC(=O)c1c(C)[nH]c(C)c1C(=O)COC(=O)c1ccccc1O,9,-2,10,-10,-11,-3,0,4,-0.2
CCCCN(CCCC)CCCNC(=O)Cn1cc2c(n1)-c1c(oc(C(=O)N3CCCC3)c1C)CC2,-10,-7,9,0,-2,6,-4,-1,0.7
CSCCC(c1nc2ccccc2[nH]1)n1c(-c2ccc(C)cc2)nc2ccccc21 (stereo not drawn),·,-3,-16,14,5,·,-15,4,·

Structures listed above printed as active in CRFBP-R2 agonist.
molecule | CRFBP-R2 block | CHRM5 agonist | M5 antag | M4 antag | CHRM1 PAM | CHRM4 PAM | M4 ag | CRFBP-R2 agonist
O=S(=O)(c1cccc(C(F)(F)F)c1)N1c2ccccc2-n2cccc2C1c1cccnc1 (stereo not drawn) | -82 | -2 | 2 | 1 | -19 | -10 | 3 | 138*

Further records.
SMILES,CRFBP-R2 block,CHRM5 agonist,M5 antag,M4 antag,CHRM5 PAM,CHRM1 PAM,CHRM4 PAM,M4 ag,CRFBP-R2 agonist
CSCCC(NC(=O)c1ccco1)C(=O)OCc1cc([N+](=O)[O-])cc2c1OCOC2 (stereo not drawn),-44,0,7,-2,-1,-12,-4,7,56*
CC(=O)OCC(=O)Nc1ccc(C(C)=O)cc1,1,-1,-12,-10,7,7,10,0,9.5
Cc1ccc(SC2=C(N(C)C)C(=O)c3ccccc3C2=O)cc1,12,1,10,2,4,13,4,0,-5.1
CCOC(=O)N1CCC(NS(=O)(=O)c2cc(Br)cnc2N)CC1,-13,-6,2,14,-1,2,-2,0,0.3
Cc1ccc(C(c2nnnn2C2CCCCC2)N2CCc3ccccc32)cc1 (stereo not drawn),-11,-4,2,-4,-2,-10,-4,-2,-0.1
CCn1nnnc1NCc1c(OC)ccc2ccccc12,7,-4,6,-3,1,5,-2,2,-1.1
Cc1ccccc1N(CC(=O)NCCSCc1ccccc1)S(C)(=O)=O,7,-1,9,-2,1,5,-2,3,-1.3
CCn1c(SCC(=O)NC2CC2)nnc1-c1ccncc1,52*,-2,-10,-6,8,15,6,1,-0.7
COc1cc2c(cc1OC)CN(CC(=O)Nc1ccccc1C#N)CC2,21,-1,14,-4,-2,4,-7,2,-2.2

Screening data as filed in PubChem BioAssay.
